# Screening results: PubChem BioAssay, several laboratories
# TNF death inh = TNF-alpha cell death inhibition in Jurkat FADD-/- cells | Jurkat FADD-/- TNF necroptosis rescue, ATP luminescence, 24 h; 0 = TNF only, 100 = no-TNF cells | actives 0.068% (n = 220,000) | activation (protection from cell death), % at 10 µM | AID 463075;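 active = activation, meaning protection from cell death, of at least 50% relative to plate controls; inactive = activation below 50%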;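 also: necroptosis triggered by 40 ng/mL TNF-alpha added together with compound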
# PPC-1+TRAIL kill = kills PPC-1 cancer cells in the presence of TRAIL | AID 1443 | actives 0.41% (n = 220,000) | PPC-1 cells + TRAIL, ATPLite viability luminescence | cell killing (% activity), % at 4 µM;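 active = cell killing above 50% in the first pass at 4 µM, then a duplicate retest at 5 µM averaging 50% or more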;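 also: plate controls were cells with TRAIL plus DMSO for no effect and medium-only wells lacking cells for full effect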
# FXIa inh = inhibitors of human coagulation factor XIa; P03951; purified FXIa, Boc-Glu-Ala-Arg-AMC fluorogenic substrate; inhibition, % at 5 µM; actives 0.14% (n = 220,000); AID 798;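 active = inhibition of at least 40%; inactive = inhibition below 40%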;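 also: fluorescence of freed AMC excited at 355 nm; 0% = enzyme without compound and 100% = no enzyme blank; many of its hits are not listed in these tables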
# PGE2 EP2 inh = inhibitors of human EP2 prostaglandin E2 receptor | P43116 | C6 glioma cells expressing human EP2, cAMP TR-FRET; cells stimulated with saturating PGE2 | inhibition, % at 25 µM | actives 0.52% (n = 260,000) | AID 1422;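 active = percent inhibition above 40 after rounding to a whole number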;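 also: rat C6 glioma host cells with rolipram phosphodiesterase inhibitor present; the protocol text gives 20 µM as final concentration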
# Target sequence (P43116 whole entry, looked up): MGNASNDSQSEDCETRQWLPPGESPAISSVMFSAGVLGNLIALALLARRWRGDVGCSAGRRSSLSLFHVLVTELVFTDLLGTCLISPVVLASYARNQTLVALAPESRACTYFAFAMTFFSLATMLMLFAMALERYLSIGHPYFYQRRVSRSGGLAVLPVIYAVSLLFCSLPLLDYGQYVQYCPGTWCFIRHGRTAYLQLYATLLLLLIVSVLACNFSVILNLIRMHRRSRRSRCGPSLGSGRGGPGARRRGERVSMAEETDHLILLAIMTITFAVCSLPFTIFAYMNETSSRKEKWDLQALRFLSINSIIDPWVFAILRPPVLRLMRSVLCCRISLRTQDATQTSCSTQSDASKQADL
# FXIIa inh = inhibitors of human coagulation factor XIIa; P00748; purified FXIIa, Boc-QGR-AMC fluorogenic substrate, 2 h; inhibition, % at 5 µM; actives 0.3% (n = 220,000); in the data active = inhibition above about 40%;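 also: 0% = enzyme with no compound and 100% = blank without enzyme; many of its hits are not listed in these tables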
# zVAD death inh = blocks zVAD induced death of L929 cells; L929 zVAD necroptosis rescue, ATP luminescence, 24 h; with zVAD 60 µM; viability rescue, % at 10 µM; actives 0.38% (n = 220,000); AID 1377;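 active = activation, scaled between plate controls, above about 75%, limit read from the data; inactive = activation under that limit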;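 also: 0% = zVAD with DMSO and 100% = DMSO alone without zVAD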
# Wee1 degr inh = inhibitors of human Wee1 degradation; P30291; HeLa Luc-Wee1K328M stability, luciferase luminescence; 100% = proteasome inhibitor MG132 effect; reporter increase, % at 5 µM; actives 1.2% (n = 220,000);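 active = activation above the mean of all tested compounds plus 3 SD, set per screening run, cut at about 8.8% in these data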;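 also: cells exposed to compound for 20 h before luminescence read; 0% = DMSO alone and 100% = MG132 at 30 µM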
# Target sequence (P30291 whole entry K328M): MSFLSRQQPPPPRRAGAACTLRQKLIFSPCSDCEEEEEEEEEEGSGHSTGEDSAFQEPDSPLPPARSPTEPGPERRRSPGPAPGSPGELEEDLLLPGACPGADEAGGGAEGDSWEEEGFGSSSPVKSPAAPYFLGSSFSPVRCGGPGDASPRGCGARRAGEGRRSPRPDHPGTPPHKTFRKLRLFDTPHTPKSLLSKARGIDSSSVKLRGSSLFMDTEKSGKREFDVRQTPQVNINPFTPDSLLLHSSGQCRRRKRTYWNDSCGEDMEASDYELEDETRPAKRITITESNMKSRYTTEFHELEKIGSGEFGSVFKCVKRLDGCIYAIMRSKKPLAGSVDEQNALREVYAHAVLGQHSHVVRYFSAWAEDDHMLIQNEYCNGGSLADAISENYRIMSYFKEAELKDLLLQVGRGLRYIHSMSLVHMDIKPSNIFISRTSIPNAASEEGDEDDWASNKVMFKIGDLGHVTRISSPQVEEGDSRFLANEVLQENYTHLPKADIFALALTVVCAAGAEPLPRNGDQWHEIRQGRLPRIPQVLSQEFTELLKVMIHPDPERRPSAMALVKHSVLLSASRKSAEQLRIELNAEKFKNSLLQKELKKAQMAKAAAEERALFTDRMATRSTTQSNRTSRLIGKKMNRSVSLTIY
# CHOP inh = inhibitors of CHOP induction in ER stress response; CHO-K1 CHOP-promoter luciferase, tunicamycin-induced, 15-18 h; inhibition, % at 10 µM; actives 3.8% (n = 220,000); AID 2732;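 active = compounds that reduced the stress-induced luciferase reporter signal by more than about 70% of percent inhibition, limit read from the data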;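 also: 0% = tunicamycin plus vehicle and 100% = wells without tunicamycin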
# Tb hexokinase = T. brucei hexokinase 1 inhibition; actives 0.11% (n = 220,000); AID 1430; recombinant TbHK1, G6PDH-coupled NADH A340; inhibition, % at 10 µM;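 active = inhibition of 50% or more in the single-dose primary screen; inactive = inhibition below 50%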
# * = called active by the depositor; x = no result given; & = joins results of further samples. This is a subset (hit frequency here may not be typical).
SMILES,TNF death inh,PPC-1+TRAIL kill,FXIa inh,PGE2 EP2 inh,FXIIa inh,zVAD death inh,Wee1 degr inh,CHOP inh,Tb hexokinase
O=C1CS/C(=C/C(=O)c2cccc(Cl)c2)N1,-1.7,-16,0,4,9,-3.1,1,-12,-35
CCOC(=O)C1=C(N)c2ccccc2CC1C(C)C (stereo unspecified),-1.3,-6,-19,12,7,0.1,-2,100*,-5
C#CCNC(=O)c1ccc(OCc2ccccc2)cc1Cl,1.6,15,3,5,8,-1.0,-3,-7,0
COc1cccc(-n2ccnc2SCC(=O)N2CCCc3ccccc32)c1,-2.6,3,5,4,7,0.9,1,-8,5
O=C(/C=C/c1ccc(Cl)cc1Cl)N1CCN(c2ccc([N+](=O)[O-])c(N3CCOCC3)c2)CC1,-2.2,14,26,9,18,0.3,-2,-2,-4
Cc1ccc(C(=O)N/N=C/C=C/c2ccccc2)o1,0.3,x,-6,4,2,0.6,-1,-14,-71
CC(C)c1nc2sc3c(SCC(N)=O)ncnc3c2c2c1CCC2,-1.6,-5,1,16,5,0.9,-1,-9,-18
O=C(NC1CCCCC1)N1CCC(n2c(=O)[nH]c3ccccc32)CC1,-0.8,23,-7,10,7,0.3,x,14,2
Cc1cc(C)nc(N/N=C/C2=C(N3CCOCC3)C(=C/c3ccccc3)/CC2)n1,-10,5,5,5,7,0.1,-3,-24,-19
COCCCn1c(SCCc2ccccc2)nc2cc(OC)c(OC)cc2c1=N,2.5,16,1,4,11,12,-2,40,-9
COc1ccc(N2C(=O)CSC2c2ccncc2)cc1 (stereo unspecified),2.4,-10,-4,8,7,1.2,0,-7,5
CCCNS(=O)(=O)c1ccc(CCC(=O)N2CCCC2)cc1,0.1,-2,8,8&3,12,-0.2,3,-4,7

# Overlap with the part before: 5 compounds, followed by the next part.
SMILES,TNF death inh,PPC-1+TRAIL kill,FXIa inh,PGE2 EP2 inh,FXIIa inh,zVAD death inh,Wee1 degr inh,CHOP inh,Tb hexokinase
O=C(NC1CCCCC1)N1CCC(n2c(=O)[nH]c3ccccc32)CC1,-0.8,23,-7,10,7,0.3,x,14,2
Cc1cc(C)nc(N/N=C/C2=C(N3CCOCC3)C(=C/c3ccccc3)/CC2)n1,-10,5,5,5,7,0.1,-3,-24,-19
COCCCn1c(SCCc2ccccc2)nc2cc(OC)c(OC)cc2c1=N,2.5,16,1,4,11,12,-2,40,-9
COc1ccc(N2C(=O)CSC2c2ccncc2)cc1 (stereo unspecified),2.4,-10,-4,8,7,1.2,0,-7,5
CCCNS(=O)(=O)c1ccc(CCC(=O)N2CCCC2)cc1,0.1,-2,8,8&3,12,-0.2,3,-4,7
COc1ccc(COCC(O)CN(Cc2ccccc2)C(C)C)cc1OC (stereo unspecified),1.1,1,-1,-1,10,0.3,0,7,3
N#Cc1cccc(-n2nnnc2-c2ccccn2)c1,0.0,13,3,5&8,9,0.9,2,19,-2
Cc1ccc2[nH]c(CN3CCC(CO)(CC4CCCCO4)CC3)c(C)c2c1 (stereo unspecified),1.5,-3,-3,9,2,2.9,3,32,-5
O=c1[nH]c(CN2CCN(C/C=C/c3ccccc3)CC2)nc2ccccc12,3.6,-2,-5,6,-10,-0.2,0,-6,4
S=C(Nc1ccc(Cl)cc1)N1CCOCC1,-2.6,x,x,6,x,0.0,-1,x,-1
C=CCN(CC=C)C(=O)C(=O)c1ccn(-c2c(C)csc2C(=O)OC)c1,-0.5,7,1,4,10,-1.0,-4,5,-15
Cc1ccccc1Cn1c(=O)n(-c2ccccc2)c(=O)c2ccc(C(=O)NCc3ccco3)cc21,1.3,-11,9,10,20,x,0,81*,2
COc1cccc(/C=C/C(=O)Nc2cccc(C(C)=O)c2)c1OC,-1.5,28,-4,11,2,28,4,0,-2
Cc1cccc(NC(=S)Nn2cnnc2)c1C,-0.1,8,-1,5,7,1.9,0,5,-4
CCCCSc1nc(C)[nH]c1[N+](=O)[O-],0.5,1,-2,6,-1,0.3,-1,6,-7
CC(=O)Nc1ccc(S(=O)(=O)Oc2ccc(C(=S)N3CCC(O)CC3)cc2)cc1,-2.8,33,4,9,9,0.4,1,-20,-8
C=CCNC(=O)COC(=O)c1cc(S(=O)(=O)N2CCCCC2)ccc1Cl,-0.3,-4,20,3,10,0.9,0,-20,-2
O=[N+]([O-])c1ccc(Oc2ccc(S(=O)(=O)N3CCCCC3)cc2)cc1,1.2,13,9,7,12,0.6,-1,25,28
CC(=O)NS(=O)(=O)c1ccc(N=NN2CCCCC2)cc1,1.6,2,3,11,8,1.2,1,-3,-2
C#CCOCCOCCOCCNc1nc(N2CCN(C(=O)Cn3cc(CC(C)O)nn3)CC2)nc(N2CCN(C(=O)Cn3cc(CC(C)O)nn3)CC2)n1 (stereo unspecified),2.3,3,2,12,8,3.4,-2,14,-7
O=C(CN1CCN(c2cccc(Cl)c2)CC1)Nc1ccc([N+](=O)[O-])cc1C(=O)Nc1ccccc1F,-0.3,24,3,1,7,1.8,0,19,-6
CCOC(=O)c1sc(=S)n(-c2ccc(F)c(F)c2)c1N,0.7,-10,4,4,12,1.0,8,15,-11
O=[N+]([O-])c1cccc(-n2nnnc2CN2CCCCCC2)c1,-0.7,2,-14,8,-13,0.6,1,-5,1
CC(=O)c1ccc(N2CCN(C(=O)Nc3cccc(F)c3)CC2)cc1,2.2,40,-1,9,7,4.0,1,9,-24
N#CC1=C(S)N(c2ccccc2)C2(CCCCC2)NC1=O,-1.0,30,3,13,3,0.3,3,-36,-14
COc1ccc2[nH]c(C(=O)Nc3ccc(F)cc3Br)cc2c1,0.2,17,-1,22,11,-0.3,5,-6,-19
COc1ccc(Nc2n[nH]c(C)c2[N+](=O)[O-])cc1,1.9,19,2,8,11,3.6,0,-9,-15
O=C(Nc1ccc(S(=O)(=O)NC2=NCCCCC2)cc1)c1ccc(=O)[nH]c1,0.1,-17,-4,9,6,8.6,1,8,1
COc1ccc(-c2nn(-c3ccccc3C)cc2CNCCc2cnc[nH]2)cc1F,4.6,20,-4,10,6,4.2,-4,-7,6
CCCS(=O)(=O)N1CCN=C1SCc1cccc2ccccc12,0.5,10,-4,18,6,2.4,4,25,-2
CC(C)(C)c1ccc(NC(=O)COC(=O)CCc2nc3ccccc3c(=O)[nH]2)cc1,1.5,-1,10,3,11,0.3,4,20,2
c1ccc2c(NC3C4CC5CC(C4)CC3C5)nc(N3CCOCC3)nc2c1 (stereo unspecified),0.2,24,-4,7,4,1.0,-1,83*,1
CC(C)(C)C1CCC(OCC(O)CN2CCCC2)CC1 (stereo unspecified),1.7,38,-4,5,-2,1.9,-2,-7,6
CC(Nc1ccc(F)cc1F)C(=O)NC(=O)NC1CCCCC1 (stereo unspecified),3.4,12,6,11,9,1.6,0,28,1
CC1(C)Cc2c(sc3nc(SCC(=O)O)[nH]c(=O)c23)CO1,1.0,-1,-6,5,4,3.3,1,4,-17
CC(=O)c1cccc(NC(=O)CN2C(=S)NC(C)(C)CC2C)c1 (stereo unspecified),0.2,6,-6,-1,-2,2.5,0,6,-6
Cc1ccccc1N(C(=O)Cc1cccs1)C(C(=O)NC1CCCCC1)c1cn(C)nc1C (stereo unspecified),1.2,-5,-5,15,6,0.2,12*,-26,10
c1ccc(Cc2nnc3sc(-c4ccco4)nn23)cc1,-0.7,-5,-3,6,4,0.3,0,-20,-1
CC(C(=O)c1ccc(-c2ccccc2)cc1)[n+]1ccccc1 (stereo unspecified),-8.9,9,1,14,10,1.6,-1,-23,-2
N#Cc1nc(-c2ccc(F)cc2)oc1NCCN1CCOCC1,1.4,-9,24,8,6,0.3,0,23,-15
COCCNC(=O)c1cc2c(=O)n(C)c3ccccc3c2n1C,-0.6,24,9,8,15,14,4,-19,-4
NC(=O)COC(=O)c1cccc(S(=O)(=O)N2CCCCC2)c1,1.1,-5,9,1,19,1.2,-1,-19,7
CC(C)(C)C(=O)CNCC(=O)C(C)(C)C,1.5,5,-3,6,5,2.8,2,-15,0
Cc1occc1C(=O)NC1CCCc2ccccc21 (stereo unspecified),-1.7,-3,3,5,0,-0.2,-1,9,3
COC(=O)c1scc(C)c1N1C(=O)c2ccccc2C1=O,0.0,15,2,9,10,-0.2,1,-8,8
Cc1cccc(C(=O)Nc2oc(-c3ccccc3)cc2C#N)c1,0.7,3,-6,11,10,0.1,4,25,-10
CNC(=O)CSc1nccn1Cc1ccc(Cl)cc1,-0.2,-7,-7,9,1,1.3,3,0,-4
Cn1nc(C(F)(F)F)c(-c2ccccc2)c1NC(=O)c1nccnc1C(=O)O,1.4,15,2,3,5,1.3,1,-17,-5
CCc1ccc(NC(=O)c2sccc2-n2cccc2)cc1,0.2,16,3,4,13,35,0,59,-5
CCN(CC)c1ccc(C(=O)N/N=C(\C)c2cccnc2)cc1,0.8,-15,-5,6,1,24,-2,0,-45
Clc1ncc(CSc2ccccc2)s1,18,9,-7,6,-5,91*,-2,9,0
Cc1ccc(-n2c(C)cc(C(=O)CSc3nnnn3C)c2C)cc1,-3.4,-7,2,6,16,-0.1,2,40,-6
CCOc1cc(CNCCc2ccc(S(N)(=O)=O)cc2)ccc1OCc1ccc(Cl)cc1,-27,27,2,32,8,5.9,-3,89*,18
O=C1CC(NCCc2ccccc2)C(=O)N1CCc1ccccc1 (stereo unspecified),0.8,-19,6,11,14,1.2,-2,-6,1
Cc1ccc(N2CC(=O)N(c3ccc(C)cc3)CC2=O)cc1,-0.3,16,3,7,10,-0.4,5,-6,-7
CS(=O)(=O)N1CCc2cc(C(=O)N3CCCCC3)ccc21,-0.1,13,7,17,18,0.1,3,-13,1
CC1=NCCN1CCNC(=O)Nc1ccc(F)cc1,1.3,-5,8,9,6,0.0,2,0,-6
O=C(O)CC(NS(=O)(=O)c1cccc2nsnc12)c1ccc(F)cc1 (stereo unspecified),-1.1,-5,-3,2,1,-0.1,3,29,2
CC(C)(C)c1ccc(O)c(/C=N\O)c1,-1.6,-23,4,6,9,0.6,3,78*,-7
O=C(NNC(=S)NC(=O)c1ccccc1[N+](=O)[O-])c1ccccc1,-0.4,34,-8,11,2,0.5,0,15,-12
O=C(O)C1CCCCC1C(=O)NCc1ccc2c(c1)OCO2 (stereo unspecified),-0.3,13,0,6,12,0.8,-3,1,4
COc1cccc(N2CCN(C(=O)CN(C)S(=O)(=O)c3ccc4c(c3)CCC(=O)N4)CC2)c1,-2.1,40,15,16,14,1.1,-1,20,-3
O=C(CSc1nnc(-c2ccc(O)cc2)o1)N1CCOCC1,2.3,6,-3,20&10,2,0.3,-2,19,-6
O=C(N/N=C/c1cc2c(cc1[N+](=O)[O-])OCO2)c1ccccn1,-2.8,x,x,3,x,-0.4,0,x,-7
Cc1cc(C)c(C(N)=O)c(Nc2cccc(Cl)c2C)n1,-1.9,-3,2,9,2,-0.2,3,53,-5

# (more compounds)
SMILES,TNF death inh,PPC-1+TRAIL kill,FXIa inh,PGE2 EP2 inh,FXIIa inh,zVAD death inh,Wee1 degr inh,CHOP inh,Tb hexokinase
O=C(C1CCN(C2CCN(C/C=C/c3ccccc3)CC2)CC1)N1CCOCC1,0.3,20,-1,4,6,0.0,3,18,6
O=[N+]([O-])c1ccc(Sc2n[nH]c(-c3ccc(Cl)cc3Cl)n2)nc1,-1.3,-20,-2,9,5,0.1,2,-36,-8
CC(=O)c1ccccc1N(C(=O)Cn1nnc2ccccc21)C(C(=O)NCC1CCCO1)c1ccc(N2CCOCC2)cc1 (stereo unspecified),1.0,21,-7,11,-1,11,-5,-9,-8
Cc1c([N+](=O)[O-])cc(S(=O)(=O)Nc2ccncc2)cc1[N+](=O)[O-],0.4,8,-5,7,3,6.2,-2,2,-9
